IDE act: human IDE activators in live cells, primary screen, fluorescence polarization, HEK cells, FAbeta-B substrate; 340,000 compounds, 0.073% hits; AID 493087, 2011; Insulin-degrading enzyme (Homo sapiens), P14735; FAbeta-B cleavage; 0% vehicle, 100% cell-free pure enzyme wells; activation, % at 5.96 µM;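 active = activation above the mean of all tested compounds plus 3 SD, set per screening campaign, cut at about 17% in these data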
Target sequence (P14735 whole entry, looked up): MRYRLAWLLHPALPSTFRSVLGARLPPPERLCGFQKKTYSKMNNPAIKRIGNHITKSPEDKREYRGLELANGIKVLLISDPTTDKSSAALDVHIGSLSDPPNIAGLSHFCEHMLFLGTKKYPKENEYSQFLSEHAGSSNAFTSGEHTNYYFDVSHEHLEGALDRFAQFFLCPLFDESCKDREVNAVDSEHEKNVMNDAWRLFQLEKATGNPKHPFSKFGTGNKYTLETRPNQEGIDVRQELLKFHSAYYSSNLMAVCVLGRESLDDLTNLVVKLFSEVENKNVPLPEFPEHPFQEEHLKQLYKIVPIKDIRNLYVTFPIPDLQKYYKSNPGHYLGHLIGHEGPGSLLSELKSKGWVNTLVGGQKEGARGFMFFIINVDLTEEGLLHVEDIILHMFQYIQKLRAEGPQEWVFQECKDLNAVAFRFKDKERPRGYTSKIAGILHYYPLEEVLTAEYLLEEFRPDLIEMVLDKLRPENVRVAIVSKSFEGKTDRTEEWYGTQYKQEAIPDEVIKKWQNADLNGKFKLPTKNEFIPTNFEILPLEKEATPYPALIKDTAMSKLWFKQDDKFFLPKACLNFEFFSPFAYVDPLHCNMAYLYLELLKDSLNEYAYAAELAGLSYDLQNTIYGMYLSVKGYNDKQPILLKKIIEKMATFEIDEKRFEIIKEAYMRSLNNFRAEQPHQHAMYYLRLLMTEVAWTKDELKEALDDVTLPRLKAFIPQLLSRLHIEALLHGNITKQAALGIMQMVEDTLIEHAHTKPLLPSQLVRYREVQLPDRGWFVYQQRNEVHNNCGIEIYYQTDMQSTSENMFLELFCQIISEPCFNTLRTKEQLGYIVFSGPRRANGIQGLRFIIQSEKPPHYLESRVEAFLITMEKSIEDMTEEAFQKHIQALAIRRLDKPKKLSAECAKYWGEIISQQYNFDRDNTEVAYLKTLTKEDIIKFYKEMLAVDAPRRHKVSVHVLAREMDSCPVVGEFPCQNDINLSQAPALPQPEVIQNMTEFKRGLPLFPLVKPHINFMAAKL
PHOSPHO1 inh: PubChem AID 1565; 290,000 compounds, 1.1% hits; recombinant PHOSPHO1, absorbance phosphatase assay; inhibition, % at 13.3 µM; Phosphoethanolamine/phosphocholine phosphatase (Homo sapiens), Q8TCT1; in the data active = inhibition above about 60%
IDE inh: human IDE inhibitors in live cells, primary screen, fluorescence polarization, HEK cells, FAbetaB substrate; Insulin-degrading enzyme (Homo sapiens), P14735; FAbetaB cleavage; inhibition, % at 5.59 µM; 320,000 compounds, 0.41% hits; AID 434962, 2010;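 active = percent inhibition above the average of all tested compounds plus 3 SD, set per screening campaign, cut at about 16% in these data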;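 note: IDE supplied by intact live HEK cells; FP after avidin binding of uncleaved biotin substrate so inhibition keeps polarization high; 0% = DMSO wells and 100% = 60 µM reference IDE inhibitor Ii1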
CRFR2-BP ag: agonists of CRF-BP/CRF-R2 complex, primary screen, cell-based, HEK293, calcium dye fluorescence, uHTS. activation, % at 13.2 µM. calcium dye fluorescence (FLIPR); percent of saturating CRF peptide response. 350,000 compounds, 0.46% hits. AID 588473, 2011. CRF-binding protein / CRF receptor 2 complex (human);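 active = activation of at least 50%, plus an integration ratio under a set limit after plate pattern correction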;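 note: plate controls were neutral control wells without compound for no effect and CRF at EC100 for full effect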
MEKK3 PB1 HTS: modulators of MEKK3-MEK5 PB1 binding, primary screen, biochemical, wildtype MEKK3, multiplex bead flow cytometry, Alexa488-MEK5 | binding response (% of control), % at 10 µM | Mitogen-activated protein kinase kinase kinase 3 (Homo sapiens), Q99759 | 290,000 compounds, 1.4% hits | bead-based flow cytometry, Alexa488-MEK5 binding to MEKK3; actives lie on both sides; 0 = blocked by unlabeled MEK5, 100 = vehicle;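 active = binding response more than 3 SD above or below the average of its plate-row segment, actives on both sides; inconclusive = wells at one plate position flagged as instrument error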;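 note: Alexa488 bead fluorescence after subtracting the streptavidin-only scavenger bead signal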
CRFR2-BP antag: antagonists of CRF-BP/CRF-R2 complex, primary screen, cell-based, HEK293, calcium dye fluorescence, uHTS; CRF-induced calcium fluorescence; inhibition, % at 11.8 µM; 350,000 compounds, 0.59% hits; AID 588475, 2011;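 active = inhibition of the ligand-induced calcium signal above about 50% at the single tested concentration, limit read from the data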
GalR3 antag: GalR3 antagonists in HEK293 cells, primary screen, cell-based, fluorescence readout. Galanin receptor type 3 (Homo sapiens), O60755. HEK293 GalR3-CNG cAMP membrane potential fluorescence; galR3 body fused to GalR1 C-terminus. inhibition, % at 3 µM. 360,000 compounds, 0.44% hits;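 active = inhibition above the screen-wide average plus 3 SD, cut at about 13% in these data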;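 note: forskolin and galanin both at EC90 stimulate the cells; cAMP rise reported by CNG channel membrane potential dye signal; 0% = forskolin plus galanin with DMSO and 100% = forskolin alone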
p-CIP stab down: p/CIP-EGFP fusion destabilizers, primary screen, fluorescence, F442A cells; 16 h; decrease of EGFP signal, % at 10 µM; 290,000 compounds, 0.01% hits;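 active = EGFP signal decrease of at least 30% at 10 µM or well 3 SD below plate mean, unless failing retest; inactive = the rest, including hits failing retest or dose response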; note: some compounds called inactive have numbers as strong as hits; many of its hits are not listed in these tables
M4 PAM: human M4 muscarinic receptor positive allosteric modulators, primary screen, CHO-K1 cells, Fluo-8 calcium fluorescence. Muscarinic acetylcholine receptor M4 (Homo sapiens), P08173. CHO-K1 hM4/Gqi5, ACh EC20; 0% = ACh EC20, 100% = maximal ACh. activation, % at 3 µM. 360,000 compounds, 0.4% hits;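 active = activation above its plate's cutoff, the mean activation of sample wells plus 3 SD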; note: some results filed as inactive read as strong as hits
* hit, by the source's call; u = inconclusive; x = no result given.

SMILES | IDE act | PHOSPHO1 inh | IDE inh | CRFR2-BP ag | MEKK3 PB1 HTS | CRFR2-BP antag | GalR3 antag | p-CIP stab down | M4 PAM
Cc1ccc(NC(=O)COC(=O)c2ccc3c(c2)OCO3)c(C)c1 | 3.6 | 47.4 | -2.5 | -2.7 | 97.0 | -3.3 | 8.6 | -5.5 | -17.6
O=C(CN1C2=NCCCN2c2ccccc21)c1ccc([N+](=O)[O-])cc1 | 3.3 | 11.9 | 8.6 | -0.8 | 99.0 | 13.3 | 0.0 | 8.6 | -2.0
CCc1ccccc1NC(=S)N(CCCN1CCOCC1)Cc1cccs1 | 5.1 | -6.9 | -1.4 | 2.2 | 97.0 | -12.2 | 2.5 | -1.9 | 1.3
Cc1nn(CCCC(=O)Nc2cnn(Cc3ccc(F)cc3)c2)c(C)c1[N+](=O)[O-] | 9.3 | 41.8 | -0.5 | -0.6 | 101.0 | 8.8 | -6.7 | -11.9 | 3.0
Clc1cccc(/C(Cc2nc3ccccc3[nH]2)=N\Nc2ccccc2)c1 | 2.2 | -3.8 | 5.5 | 0.7 | 100.0 | -5.0 | -3.5 | -4.2 | -3.9
Nc1nc(Nc2cccc(F)c2)nc2ccccc12 | -0.8 | 6.3 | 2.3 | -3.5 | 103.0 | 36.6 | -5.5 | 3.1 | 3.0
COCC(=O)Nc1ccc([N+](=O)[O-])cc1OC | -1.4 | 1.5 | 4.0 | -1.2 | 103.0 | -5.3 | 0.3 | 1.5 | 3.0
CC(=O)Nc1cccc(NC(=O)CSc2nc(=O)n(CCN3CCOCC3)c3c2CCCC3)c1 | 2.2 | x | 3.7 | 1.6 | x | -11.1 | 0.3 | x | 4.0
Cc1ccc(S(=O)(=O)N2CCCCC2C(=O)Nc2ccc(N(C)C)cc2)cc1 (centres undefined) | 1.8 | x | 3.0 | 0.5 | x | 6.4 | -2.7 | x | -7.0
CC1CCN(c2[nH]c(=S)c(C#N)c3c2CCCC3)CC1 | -2.8 | -12.8 | -2.8 | -2.3 | u | -12.6 | -6.9 | -7.4 | 2.5
O=c1cc(-c2ccccc2)c2c([nH]1)CCCC2 | -0.9 | -5.3 | x | -2.1 | 93.0 | 15.7 | -7.6 | 4.6 | -0.7
CN1C(=O)[C@H]2[C@@H](c3ccccc3)N[C@]3(CCCN(Cc4ccc(F)cc4)C3=O)[C@H]2C1=O | x | x | x | 2.2 | x | 8.6 | -5.8 | x | 5.9
COc1ccc(C(=O)CN2C(=O)NC3(CCCCCC3)C2=O)c(OC)c1 | -0.1 | x | 0.5 | -0.8 | x | -25.2 | -0.4 | x | 8.0
CCOc1ccccc1NC(=O)NNC(=O)c1ccc2ccccc2c1 | -3.1 | 2.9 | -3.2 | 0.2 | 101.0 | -9.2 | -5.2 | 1.4 | 3.1
O=C(Nc1ccccc1C(=O)N1CCCC1)c1ncoc1-c1cccc(Cl)c1 | 1.2 | 10.3 | 7.4 | 1.1 | 101.0 | -13.3 | -8.2 | -0.5 | -8.9
COc1cc(-c2nnc(COC(=O)c3cc(C)no3)o2)cc(OC)c1OC | 4.9 | 4.2 | 0.9 | -0.6 | 104.0 | -3.7 | -1.3 | -14.0 | -1.5
CNS(=O)(=O)c1cccc(C(=O)OCC(=O)c2ccc[nH]2)c1 | 5.1 | x | -1.1 | -0.1 | x | -0.9 | -4.3 | x | 11.5
CCc1cc(C(=O)c2ccc(OC)cc2)c(NC(=O)CC(C)(C)CC(=O)O)s1 | 6.8 | 41.2 | 1.8 | -0.2 | 113.0 | -8.9 | -2.9 | 0.7 | 12.1
CCN(CC)c1ccc(N)cc1S(=O)(=O)Nc1ccccc1OC | 1.7 | -2.6 | 7.5 | -0.8 | 100.0 | -4.6 | -9.6 | 1.6 | -10.4
O=c1[nH]c(Nc2ccccc2)cc2cc(Br)ccc12 | 3.9 | x | 2.1 | 2.3 | 90.0 | -1.0 | -7.2 | x | 5.6
COc1ccc(NC(=O)c2c(N)no[n+]2[O-])c(OC)c1 | -2.9 | 28.0 | 0.5 | -0.8 | 95.0 | 3.2 | -3.0 | 16.6 | 0.8
CCOC(=O)Cn1c(=N)n(CCOc2ccc(Br)cc2)c2ccccc21 | x | 20.3 | -0.6 | -0.1 | 103.0 | -40.1 | -6.2 | -5.4 | -15.5
Cc1c(N(C(=O)Nc2ccccc2)C2=NCC(C)S2)c(=O)n(-c2ccccc2)n1C (centres undefined) | -0.8 | 8.9 | 3.0 | -1.5 | 104.0 | 7.3 | 5.1 | 9.4 | 6.9
COc1ccc(C(=O)NNC2=C(C(=O)C(F)(F)F)CCC2)cc1 | x | 5.5 | 0.0 | -0.3 | 98.0 | 17.4 | -4.6 | -4.1 | -2.6

Copied from the list.
Value for COc1ccc(C(=O)CN2C(=O)NC3(CCCCCC3)C2=O)c(OC)c1 under IDE act: -0.1
Value for CCOC(=O)Cn1c(=N)n(CCOc2ccc(Br)cc2)c2ccccc21 under IDE inh: -0.6

(continued)
SMILES | IDE act | PHOSPHO1 inh | IDE inh | CRFR2-BP ag | MEKK3 PB1 HTS | CRFR2-BP antag | GalR3 antag | p-CIP stab down | M4 PAM
N#CC1(Nc2cccc(Br)c2)C(=O)Nc2ccccc21 (centres undefined) | -3.8 | 36.8 | 4.0 | 11.2 | 83.0 | -36.3 | -1.2 | 3.9 | -19.8
CCc1nnc(NC(=O)C23CC4CC(CC(C4)C2)C3)s1 | 5.3 | 20.3 | -1.3 | 2.8 | 104.0 | -91.8 | -9.4 | 6.4 | -2.6
CC(C)Cn1c(CN(C)Cc2ccccc2)nc2c1c(=O)n(C)c(=O)n2C | 7.4 | 2.9 | 3.7 | 0.1 | 111.0 | 14.0 | x | -4.9 | -3.7
COc1ccc(OC)c(NC(=O)CN2C(=O)c3ccccc3S2(=O)=O)c1 | 2.7 | 13.3 | -0.3 | -0.7 | 103.0 | 2.4 | 0.4 | -10.5 | -1.3
COc1ccc(C(CC(=O)N2CCCC2)c2c(O)cc(OC)cc2OC)cc1 (centres undefined) | 4.3 | 35.7 | -2.5 | -1.7 | 95.0 | 6.1 | -3.8 | -9.3 | 11.6
COc1ccc(/C=C/C(=O)N2CCN(c3ccccn3)CC2)cc1 | 3.0 | 26.5 | x | -1.7 | 101.0 | -8.0 | -2.8 | 0.5 | -1.8
CCN(CC)CCNC(=O)CCc1n[nH]c(=O)c2ccccc12 | 0.5 | 3.6 | -1.7 | -1.3 | 99.0 | 14.0 | -2.0 | 1.2 | -2.1
CCc1nnc(NC(=O)CSc2nc3cccnc3n2Cc2ccccc2)s1 | -0.4 | 0.5 | 0.8 | -2.0 | 106.0 | -3.3 | 0.5 | 10.3 | -1.4
Cc1ccc(NC(=O)CNC(=O)c2ccc(OC(F)F)cc2)cc1S(=O)(=O)N1CCCCCC1 | -0.1 | x | x | -0.7 | x | 9.9 | -5.1 | x | -4.0
CCCc1nc(N2CCN(S(=O)(=O)c3ccc(Cl)cc3)CC2)c2c(C)c(C)sc2n1 | -4.5 | 36.3 | 3.1 | 1.4 | 114.0 | -4.4 | 1.4 | -12.7 | 11.7
COCCNC(=S)NC12CC3CC(CC(C3)C1)C2 | 0.4 | 7.8 | 1.4 | -0.6 | 101.0 | -11.0 | -2.8 | -13.5 | 0.5
Cc1ccc(N2CC(C(=O)N3CCC(C(=O)NCCCOC(C)C)CC3)CC2=O)cc1 (centres undefined) | -2.8 | -18.2 | -4.3 | 0.2 | 103.0 | 2.5 | -6.5 | -5.3 | -5.9

Quoted at random: 2 compounds from above, in no set order.
SMILES | IDE act | PHOSPHO1 inh | IDE inh | CRFR2-BP ag | MEKK3 PB1 HTS | CRFR2-BP antag | GalR3 antag | p-CIP stab down | M4 PAM
CC1CCN(c2[nH]c(=S)c(C#N)c3c2CCCC3)CC1 | -2.8 | -12.8 | -2.8 | -2.3 | u | -12.6 | -6.9 | -7.4 | 2.5
Cc1c(N(C(=O)Nc2ccccc2)C2=NCC(C)S2)c(=O)n(-c2ccccc2)n1C (centres undefined) | -0.8 | 8.9 | 3.0 | -1.5 | 104.0 | 7.3 | 5.1 | 9.4 | 6.9

(continued)
SMILES | IDE act | PHOSPHO1 inh | IDE inh | CRFR2-BP ag | MEKK3 PB1 HTS | CRFR2-BP antag | GalR3 antag | p-CIP stab down | M4 PAM
O=C(NC1CC1)C1CCN(C2CCN(C(=O)/C=C/c3ccc(F)cc3)CC2)CC1 | 0.1 | 39.7 | -5.2 | 5.6 | 101.0 | -25.0 | -7.3 | 4.8 | 6.8
CCc1cc2ccc(OC)cc2nc1SCC(=O)Nc1cc(C)on1 | 10.2 | 20.1 | -4.8 | 0.9 | 123.0* | 0.8 | -1.5 | 11.4 | 17.5
NC(=O)C1CCN(c2cc(N3CCOCC3)ccc2[N+](=O)[O-])CC1 | 3.5 | 51.4 | -0.7 | 3.8 | 98.0 | 7.1 | -6.3 | 1.2 | 12.6
CC1C2CC(C(S(=O)(=O)N3CCOCC3)C2=O)C1(C)C (centres undefined) | -1.0 | 6.8 | 8.4 | 5.8 | 82.0 | -1.2 | -1.4 | 4.9 | 9.7
COc1ccc(Cn2c(CCC(=O)NCCC(C)C)nc3ncccc3c2=O)cc1 | -2.2 | 10.9 | 0.5 | 0.1 | 105.0 | -3.2 | -8.9 | 6.3 | -3.4
CN1CCN(C(=O)c2ccc3c(c2)N(Cc2cccc(Cl)c2)C(=O)c2ccccc2S3(=O)=O)CC1 | -0.4 | 15.4 | 8.9 | -2.5 | 101.0 | -3.8 | -8.2 | 4.4 | -1.4
CC(=O)c1c(C)n(CCc2ccc(Cl)cc2)c2ccc(O)cc12 | 6.5 | -7.8 | 0.5 | 2.7 | 100.0 | 8.0 | -0.7 | -3.1 | 0.9
Cc1ccc(/C=C/C(=O)c2ccccc(=O)c2O)c(C)c1 | 4.3 | -1.0 | -7.9 | 11.1 | 97.0 | -95.2 | -2.5 | -0.6 | 13.7
CCC(C)Sc1ccc(-c2nc3ccccn3c2NCc2ccccc2)cc1OC (centres undefined) | -0.4 | x | 5.5 | -1.2 | x | 1.1 | x | x | -5.8
Cc1cc(/C([O-])=C(/C(=S)Nc2ccc(F)cc2)[n+]2ccccc2)c(C)n1-c1ccc(F)cc1 | -0.6 | 95.7* | 1.2 | 0.6 | 98.0 | -14.4 | -5.6 | -3.1 | 6.4
Cc1nnc(NC(=O)Oc2ccccc2)s1 | -1.0 | -3.8 | -3.4 | 0.1 | 96.0 | 6.2 | -9.1 | 2.8 | 12.1
CC(Oc1ccc2ccccc2c1)C(=O)NNC(=S)NC(=O)c1ccco1 (centres undefined) | -1.2 | 96.9* | 4.7 | 58.2* | 100.0 | -60.1 | 2.6 | -12.1 | 4.5
Cc1[nH][nH]c(=O)c1C(c1ccc(-c2ccc(Cl)c(Cl)c2)o1)c1c(C)[nH][nH]c1=O | -2.7 | 29.9 | 0.2 | -1.7 | 102.0 | -0.1 | -6.9 | -7.7 | 15.2
O=C(O)c1cc(N2C(=O)C3C4C=CC(C4)C3C2=O)ccc1N1CCOCC1 (centres undefined) | 3.1 | 32.8 | 13.9 | 1.5 | 102.0 | -2.9 | -1.5 | -6.3 | -4.6
CC1CCCN(C(=O)Nc2ccc(Br)cc2Cl)C1 (centres undefined) | 2.8 | -9.8 | 3.1 | 1.4 | 103.0 | 5.5 | 0.5 | 7.5 | 6.7
